Screening results deposited in PubChem BioAssay by National Center for Advancing Translational Sciences (NCATS).
HP1b chromo inh – HP1-beta chromodomain-methylated histone interaction inhibition. P83916. AlphaScreen HP1-beta / biotin-H3K9me3 peptide binding. Potency, µM (series often up to 114 µM), inactives show at the top dose activity change, negative = inhibition, hits mostly inhibitors. actives 0.56% (n = 390,000). AID 540317; also: potency is read from the fitted curve at half-maximal effect; nearly all actives have a fitted effect of over 70% in size; inactives centre near 23
Target sequence (P83916 whole entry, looked up): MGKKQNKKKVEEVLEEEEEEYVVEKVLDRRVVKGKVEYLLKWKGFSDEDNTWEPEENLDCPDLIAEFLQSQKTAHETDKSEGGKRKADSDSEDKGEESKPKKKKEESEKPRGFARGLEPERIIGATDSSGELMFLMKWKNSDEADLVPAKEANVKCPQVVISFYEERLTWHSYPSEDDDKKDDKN
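HP1-beta protein (50 nM final) preincubated 30 min at room temperature with biotinylated H3(1-18)K9me3 peptide (50 nM) in PBS pH 7.4, 0.01% Tween-20, then compound added for 30 min. AlphaScreen streptavidin donor/nickel chelate acceptor beads (10 ug/mL final), 30 min dark, luminescence read.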
RGS4 inh – human RGS4 inhibition; Transcreener GDP fluorescence polarization, RGS4-accelerated GTP hydrolysis; Potency, µM (highest dose often 114 µM), inactives show at the highest dose activity change, negative = inhibition, hits mostly inhibitors; P49798; AID 504845; actives 0.039% (n = 390,000); also: potency is read from the fitted curve at half-maximal effect; % is scaled to controls: 0 for no effect and ±100 for the full control effect; nearly all actives have a fitted effect of over 75% in size; some results filed as inactive show a strong effect at the top dose
Target sequence (P49798 whole entry, looked up): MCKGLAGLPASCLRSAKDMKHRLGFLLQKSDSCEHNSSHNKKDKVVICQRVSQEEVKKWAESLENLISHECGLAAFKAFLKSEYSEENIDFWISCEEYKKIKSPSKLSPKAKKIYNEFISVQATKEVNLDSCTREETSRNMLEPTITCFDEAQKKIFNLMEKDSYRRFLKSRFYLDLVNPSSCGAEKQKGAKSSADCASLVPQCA
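MLSMR compounds (23 nl, pin-transferred) preincubated 10 min at room temperature with a 500nM (2x) first reagent, then RGS4 at 900nM (2x) plus Transcreener GDP mix added; fluorescence polarization (620/688 nm) read before and after 90 min at 30 °C.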
BAZ2B inh – blocks human BAZ2B; AlphaScreen BAZ2B-H3K14Ac peptide displacement; actives 4.4% (n = 360,000); Q9UIF8; Potency, µM (top dose mostly 114 µM), inactives show top-dose activity change, negative = inhibition, usual class: inhibitors; also: potency is read from the fitted curve at half-maximal effect; % is scaled to controls: 0 for no effect and ±100 for the full control effect; nearly all actives have a fitted effect of over 60% in size
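Compounds, titrated to a top concentration of 110 uM, were incubated 30 min at room temperature with preformed BAZ2B/acetyl-K14 H3 peptide complex (50 nM each). Proximity signal was measured by AlphaScreen after 20 min with beads.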
ALOX12 inh – ALOX12 (human) lipoxygenase inhibition; purified 12hLO, xylenol orange hydroperoxide absorbance; P18054; Potency, µM (titrated, usually from 108 µM), without a hit: at the top dose activity change, negative = inhibition, usual class: inhibitors; actives 1.1% (n = 580,000); also: potency is read from the fitted curve at half-maximal effect; % is scaled to controls: 0 for no effect and ±100 for the full control effect
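Purified human 12hLO (150 nM final) in 25 mM Hepes, 0.01% Triton X-100, pH 7.0 was preincubated 15 min at room temperature with compound. Then 40 uM arachidonic acid was added, 30 min. Hydroperoxide was read by Fe-XO absorbance ratio 573/405 nm.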
G9a block – inhibitors of human histone lysine methyltransferase G9a. G9a H3K9 monomethylation, AlphaScreen, 2 h. Potency, µM (doses to about 102 µM), without a hit: at the highest dose activity, negative = inhibition, actives largely listed as inhibitors. actives 8.8% (n = 350,000); also: potency is read from the fitted curve at half-maximal effect; % is scaled to controls: 0 for no effect and ±100 for the full control effect; nearly all actives have a fitted effect of over 75% in size
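Signal arises when biotinylated H3K9 peptide, once monomethylated, bridges streptavidin donor and antibody-captured acceptor beads. Enzyme at 20 nM was preincubated 15 min with test compounds; peptide 500 nM and SAM 20 uM then reacted for 2 h.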
GLS inhibitor – blocks human kidney-isoform glutaminase activity. O94925. GLS enzymatic activity, qHTS titration. Potency, µM (series often up to 45.5 µM), without a hit: at the highest dose activity change, negative = inhibition, hits mostly inhibitors. actives 0.21% (n = 410,000). AID 624170; also: potency is read from the fitted curve at half-maximal effect; % is scaled to controls: 0 for no effect and ±100 for the full control effect
Target sequence (O94925 whole entry, looked up, canonical isoform): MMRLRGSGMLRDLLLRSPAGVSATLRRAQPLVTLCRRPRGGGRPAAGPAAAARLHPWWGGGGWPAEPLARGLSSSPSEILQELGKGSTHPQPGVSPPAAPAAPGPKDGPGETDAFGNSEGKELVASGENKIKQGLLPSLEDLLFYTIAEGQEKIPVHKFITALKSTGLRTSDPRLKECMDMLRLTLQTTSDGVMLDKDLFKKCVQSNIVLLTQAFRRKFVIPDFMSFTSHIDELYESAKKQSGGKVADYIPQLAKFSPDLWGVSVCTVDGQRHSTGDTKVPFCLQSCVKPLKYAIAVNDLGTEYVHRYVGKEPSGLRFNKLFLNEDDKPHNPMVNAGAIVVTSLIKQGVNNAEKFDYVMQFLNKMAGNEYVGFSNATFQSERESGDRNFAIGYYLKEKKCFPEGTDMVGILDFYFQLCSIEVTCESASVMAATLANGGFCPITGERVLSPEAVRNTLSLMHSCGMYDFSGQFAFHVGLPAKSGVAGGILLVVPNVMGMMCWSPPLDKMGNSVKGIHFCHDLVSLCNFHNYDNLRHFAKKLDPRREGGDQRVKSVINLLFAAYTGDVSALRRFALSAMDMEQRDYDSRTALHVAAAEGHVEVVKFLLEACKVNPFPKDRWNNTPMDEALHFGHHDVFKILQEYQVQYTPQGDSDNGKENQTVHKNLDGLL
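Two-point fluorescence kinetic (t0, 30 min RT) for hKGA; glutamate detected via glutamate oxidase–HRP–Amplex Red. Substrate: 1 mM L-glutamine solution; buffer 45 mM KH2PO4, pH 8.2.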
ERG Ets-DNA blk – inhibitors of human ERG Ets domain-DNA interaction; P11308; fluorescence polarization, His-ERG Ets domain / labelled DNA; Potency, µM (titrated, usually from 76.9 µM), inactives show at the highest dose FP activity, negative = inhibition, actives largely listed as inhibitors; actives 0.028% (n = 370,000); AID 624246; active = well fitted inhibition curve with a large enough effect in the polarisation, with a control signal flat; inconclusive = small, poorly fitted or top-dose-only effect, or effect the other way, or a change in a side signal; inactive = no such curve, though single readings can be large or run the other way; the % refers to the polarisation;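 also: polarization taken with two DNA probes labelled with fluorescein and Texas red; potency is read from the fitted curve at half-maximal effect; % of control where 0% means no effect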
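His-tagged ERG Ets domain (1 uM in the protein solution; 300mM KCl, 50mM Tris-HCl, 1mM EDTA, 1mM DTT, pH 7.5) received compound, then a probe mix of 5 nM fluorescein-DNA and 100nM Texas-615-DNA. Fluorescence polarization was read for both dyes.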
PI4K2A inh – inhibitors of human PI4K2A. Q9BTU6. purified PI4K2A, ADP-Glo luminescence, 1 h; active compounds read low. activity change, negative = inhibition, % at 76.9 µM. actives 0.13% (n = 420,000). AID 1346378; in the data active = activity change below about -50%; inconclusive = mostly about -30% to -49%;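 also: -100% = wells without enzyme as full effect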
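ADP-Glo luminescence measured ADP generated by PI4K2A enzyme (4 ug/mL before mixing) with 1.2 mM PI substrate (pre-mix) and 300 microM ATP (pre-mix). Tris pH7.5 buffer with MgCl2, Triton X-100; 1 h reaction at ambient temperature.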
JMJD2A Tudor inh – inhibitors of human JMJD2A Tudor domain | O75164 | AlphaScreen JMJD2A-Tudor / H3K4me3 peptide binding | Potency, µM (top dose mostly 114 µM), for inactives: at the highest dose activity change, negative = inhibition, usual class: inhibitors | actives 4.4% (n = 390,000) | AID 504339; also: potency is read from the fitted curve at half-maximal effect; % is scaled to controls: 0 for no effect and ±100 for the full control effect; nearly all actives have a fitted effect of over 50% in size
Active calls of the source: *; ? = inconclusive; . = no result given; & = joins results of further samples; [ ] = another dose, or the depositor's remark. Unless noted, calls follow the shape of the dose curve; as a rule, active = well fitted curve in the direction sought with a large enough effect; inconclusive = small, poorly fitted or top-dose-only effect, or another doubt; inactive = no such curve, though single readings can be large; an effect the other way counts as inactive or inconclusive. Some of the compounds tested (hit frequency here may not be typical).

HP1b chromo inh	RGS4 inh	BAZ2B inh	ALOX12 inh	Molecule	G9a block	GLS inhibitor	ERG Ets-DNA blk	PI4K2A inh	JMJD2A Tudor inh
19%	25%	4%	-26%	COC(=O)c1ccc(NC(=O)C2C3CCC(C3)C2C(=O)O)cc1 (stereo not drawn)	?	9%	-3%	-4	-12%
39%	-18%	-12%	21%	CC(C)c1ccccc1NS(=O)(=O)N(C)C	17%	4%	9%	4	-10%
16%	-33%	10%	-8%	Cc1cccc(NC(=O)CCC(=O)NCCO)c1	11%[59 µM]	2%	0%	-1	-17%
-8%	-8%	?	-10%	COc1cc(C(C)=O)ccc1Oc1cc(NN2CCCCC2)c([N+](=O)[O-])cc1[N+](=O)[O-]	28µM*	24%	17%	-3	?
12%	-18%	-1%	-10%	COc1ccc(OC)c(NC(=S)N2CCN(C(=O)C3CCCO3)CC2)c1 (stereo not drawn)	-12%	11%	-2%	3	-12%
?	-43%	45µM*	?	c1ccc2c(c1)NCC1CCCN21 (stereo not drawn)	2.2µM*	28%	-8%	-14	50µM*
24%[57 µM]	1%	2%	0%	CCOc1ccc(S(=O)(=O)N2CCCC(C(=O)N3CCOCC3)C2)cc1 (stereo not drawn)	0%	-5%	0%	3	3%
7%	12%	11%	1%	COc1cccc(NC(=O)C2CCN(S(C)(=O)=O)CC2)c1	20%[59 µM]	0%	.	-2	-9%
11%	-13%	9%	-1%	COc1ccc(N(Cc2cc3cc(OC)ccc3[nH]c2=O)C(=O)C2CCCO2)cc1 (stereo not drawn)	4%[59 µM]	6%	3%	1	-13%
27%	1%	16%	-10%	CCCN=C(C)C1=C(O)c2ccccc2C1=O	?	-6%	2%	-11	3%

BAZ2B inh: entries above that show a hit
HP1b chromo inh	RGS4 inh	BAZ2B inh	ALOX12 inh	Molecule	G9a block	GLS inhibitor	ERG Ets-DNA blk	PI4K2A inh	JMJD2A Tudor inh
?	-43%	45µM*	?	c1ccc2c(c1)NCC1CCCN21 (stereo not drawn)	2.2µM*	28%	-8%	-14	50µM*

New compounds follow.
HP1b chromo inh	RGS4 inh	BAZ2B inh	ALOX12 inh	Molecule	G9a block	GLS inhibitor	ERG Ets-DNA blk	PI4K2A inh	JMJD2A Tudor inh
38%	-1%	71µM*	61%[activator]	O=C(CCS(=O)(=O)c1ccccc1)Nc1nc2cc3c(cc2s1)OCO3	?	-4%	8%	1	-6%
13%	2%	-2%	-15%	Cc1cccc2c1CC(C)(C)NC2=C(C#N)C#N	-6%	-3%	2%	6	-8%
6%	-18%	10%	-1%	COc1ccc(CCNC(=S)N2CCN(S(=O)(=O)c3ccc(C)cc3)CC2)cc1	50µM*	-1%	3%	1	3%
38%	49%	-24%	-3%	O=C(O)C1Cn2c(nc3c(c2=O)C2(CCCC2)Cc2ccccc2-3)S1 (stereo not drawn)	.	14%	9%	-6	-10%
35%	4%	?	-5%	CCc1ccccc1Nc1nc(N)nc(CSc2nnnn2C)n1	3%	-5%	9%	8	-7%
29%	-16%	-20%	?	COc1ccc2c(c1)CC1c3c(cc4c(c3-2)OCO4)CC[N+]1(C)[O-] (stereo not drawn)	-36%[59 µM]	-3%	10%	-2	-22%
31%	7%	10%	38%[activator]	O=C(NCC(c1ccco1)N1CCCC1)c1cccc(S(=O)(=O)N2CCOCC2)c1 (stereo not drawn)	14%[2.33 µM]	12%	13%	-6	-11%
3%	11%	1%	10%	COc1cc(C(=O)NCCC(=O)NCCCN2CCCCC2C)cc(OC)c1OC (stereo not drawn)	0%	8%	1%	1	-3%
33%	-18%	-6%	-1%&2%	O=C(CCS(=O)(=O)c1ccc2c(c1)NC(=O)CO2)NCCc1ccc(Cl)cc1	8%	-6%	-3%	9	-10%
23%	-7%	-6%	1%	CCOC(=O)C1=C(COC(=O)CCS(=O)(=O)c2ccc(C)cc2)NC(=O)NC1C (stereo not drawn)	-29%	-1%	3%	0	-7%
-7%	6%	?	-2%	CCOC(=O)Cc1c(C(=O)OCC)nnc2c(-c3ccccc3)c(C)nn12	?	-8%	-2%	-9	?
51%[activator]	-24%	5%	0%	CC1(C)C2CC=C(/C=N/NC(=O)c3ccccc3O)C1C2 (stereo not drawn)	10%	5%	5%	1	-15%
61%[activator]	-6%	?	3%	O=S(Cc1ccc(Cl)cc1)c1ncc(CO)n1Cc1ccccc1 (stereo not drawn)	-8%	-1%	8%	11	-1%
14%	-14%	-18%	0%	CC(=O)c1c(C)[nH]c(=S)c(C#N)c1-c1ccc(Cl)cc1	4.5µM*	24%	5%	1	?
7%[57 µM]	7%	.	8%	Cn1nc(C#N)c(=O)[nH]c1=O	.	2%	-5%	1	-18%
22%	?	-22%	?	CC(=O)c1ccc(NC(=O)c2ccc(-c3ccc(Cl)cc3)o2)cc1	?	-7%	5%	2	-16%
33%	8%	9%	?	N#Cc1ccc(C(=O)N2CCN(S(=O)(=O)c3ccc(Cl)s3)CC2)cc1	21%[12.7 µM]	-1%	10%	-4	-20%
-4%	-14%	-37%	-9%	CCOc1ccccc1N=C1SC(CC(=O)Nc2ccc(OC)cc2OC)C(=O)N1CCC1=CCCCC1 (stereo not drawn)	4%[59 µM]	0%	13%	0	-30%
21%	-2%	?	-2%	COc1ccc(OC)c(S(=O)(=O)N2CCN(CC(O)COc3ccccc3)CC2)c1 (stereo not drawn)	4%	4%	0%	2	-14%
-4%	-13%	-5%	?	Cc1ccc(C(C)C)c(OCC(=O)NN2C(=O)c3ccccc3C2=O)c1	.	4%	7%	-6	-21%
43%[activator]	0%	.	-5%	Cc1ccc(S(=O)(=O)N2CCOCC2)cc1C(=O)OCC(=O)NC1CCCC1	.	2%	-2%	0	-3%
46%[activator]	-1%	-1%	-26%	C=CCOC(=O)C1=C[C@@H](c2ccc(C(F)(F)F)cc2)[C@H](CCCO)[C@@H](OCC)O1	-4%[12.7 µM]	0%	-7%	3	-2%
-4%	14%	3%	?	O=C(Cn1c(=O)n(Cc2ccc3c(c2)OCO3)c(=O)c2ccccc21)N1CCCc2ccccc21	-9%[59 µM]	0%	-1%	-8	-14%
5%	26%	-35%	1%	C/C(=N\NC(=O)c1ccncc1)c1cc2ccccc2o1	7%	5%	4%	1	-5%
28%	7%	7%	0%	O=C(COC(=O)CCc1c[nH]c(=O)[nH]1)Nc1ccccc1Cl	?	27%	-3%	-6	?
32%	1%	4%	6%	Cc1onc(-c2ccccc2)c1C(=O)N1CCc2ccccc21	.	17%	.	-2	-11%
13%	23%	10%	14%	Cc1cc(C(=O)NCc2ccc(S(N)(=O)=O)cc2)cs1	-1%[12.7 µM]	8%	0%	-2	-11%
43%[activator]	-17%	3%	-3%	CCOc1c2ccc(C(=O)NCc3ccco3)cc2nn1CC	37%[12.7 µM]	-4%	11%	-2	-22%
60%[activator]	11%	.	0%	O=C(C[C@@H]1C/C=C\C[C@H](Cc2ccc(F)cc2)C(=O)OCCNC1=O)N[C@H](CO)Cc1ccccc1	.	3%	6%	3	-10%
5%	6%	?	29%	Cc1ccc(NCC(=O)N/N=C/c2cccc(Oc3ccccc3)c2)cc1	?	29%	-16%	4	-31%
46%[activator]	-6%	-13%	19%	CCc1c(C)nc2c(-c3ccccc3)c(C)nn2c1Nc1ccc(NC(C)=O)cc1	.	-2%	11%	10	-10%
26%	16%	-3%	-18%	Cc1ccc(NC(=O)COC(=O)CNC(=O)c2ccco2)cc1	0%	-18%	-2%	-5	-8%
32%	-2%	-17%	6%	O=C(CN1CCCC1)Nc1ccc([N+](=O)[O-])cc1Cl	17%	-1%	-3%	-24	-10%
32%	-6%	0%	-30%	CCOC(=O)C1(CC2CCCCO2)CCN(C2CCSCC2)CC1 (stereo not drawn)	1%	-7%	-2%	0	-7%
35%	?	6%	-20%	Cc1sc2nc(CN3CCOCC3)nc(Cl)c2c1C	-5%[59 µM]	-2%	1%	-3	-13%
20%	7%	7%	2%	O=C(COC(=O)c1nc(Cl)ccc1Cl)NC1CCCCC1	?	0%	-3%	-4	-19%
21%	6%	-4%	3%[57.4 µM]	CCC(=O)Nc1ccc(Cl)c(NC(=O)C(C)C)c1	-31%	24%	.	-10	-19%

Compounds listed so far that contain fluorine, in the order listed:
HP1b chromo inh	RGS4 inh	BAZ2B inh	ALOX12 inh	Molecule	G9a block	GLS inhibitor	ERG Ets-DNA blk	PI4K2A inh	JMJD2A Tudor inh
46%[activator]	-1%	-1%	-26%	C=CCOC(=O)C1=C[C@@H](c2ccc(C(F)(F)F)cc2)[C@H](CCCO)[C@@H](OCC)O1	-4%[12.7 µM]	0%	-7%	3	-2%
60%[activator]	11%	.	0%	O=C(C[C@@H]1C/C=C\C[C@H](Cc2ccc(F)cc2)C(=O)OCCNC1=O)N[C@H](CO)Cc1ccccc1	.	3%	6%	3	-10%
